Bioassay records: PubChem, National Center for Advancing Translational Sciences (NCATS)
KAT2A inh: GCN5L2 (KAT2A) acetyltransferase inhibition; Potency, µM (highest dose often 58.9 µM), for inactives: top-dose activity change, negative = inhibition, most hits filed as inhibitors; 390,000 compounds, 0.21% hits; Q92830; GCN5L2 HAT assay, ThioGlo1 CoA-SH fluorescence
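Preincubate 20nM GCN5L2 with compound 15 min, RT → add 50uM ThioGlo1 + 75uM H3(1-25) + 70uM acetyl-CoA → read fluorescence 0 and 20 min. Primary qHTS; fluorescent artifacts likely.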
TDP1 inh: TDP1 (human) enzyme inhibition; Q9NUW8; recombinant TDP1, AlphaScreen DNA substrate cleavage; Potency, µM (doses to about 130 µM), for the others: at the highest dose activity change, negative = inhibition, most hits filed as inhibitors; 350,000 compounds, 0.28% hits; AID 485290; note: nearly all actives have a fitted effect of over 40% in size
Target sequence (Q9NUW8 whole entry, looked up): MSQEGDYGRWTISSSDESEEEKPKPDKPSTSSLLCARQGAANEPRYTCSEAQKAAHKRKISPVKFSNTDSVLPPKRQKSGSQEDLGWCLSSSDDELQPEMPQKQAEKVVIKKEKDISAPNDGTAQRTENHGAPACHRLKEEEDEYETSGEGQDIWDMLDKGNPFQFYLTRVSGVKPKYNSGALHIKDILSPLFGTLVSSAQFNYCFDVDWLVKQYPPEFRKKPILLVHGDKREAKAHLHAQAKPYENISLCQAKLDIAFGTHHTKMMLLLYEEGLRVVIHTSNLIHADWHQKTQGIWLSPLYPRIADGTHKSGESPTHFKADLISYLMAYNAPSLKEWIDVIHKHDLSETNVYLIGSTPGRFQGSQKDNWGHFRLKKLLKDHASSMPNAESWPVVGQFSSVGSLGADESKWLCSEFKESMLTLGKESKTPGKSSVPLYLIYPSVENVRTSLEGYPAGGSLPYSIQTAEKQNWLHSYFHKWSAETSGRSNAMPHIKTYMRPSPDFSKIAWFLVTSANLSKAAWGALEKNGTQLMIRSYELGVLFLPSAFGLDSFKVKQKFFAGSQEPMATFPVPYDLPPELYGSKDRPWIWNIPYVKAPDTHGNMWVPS
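Here, a 5' biotin and 3' phosphotyrosine-FITC DNA oligonucleotide reports Tdp1 activity: intact substrate bridges AlphaScreen beads, while cleavage leaves a 3' phosphate and drops signal. All incubations at room temperature.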
TDP1 cell noCPT: qHTS for Inhibitors of human tyrosyl-DNA phosphodiesterase 1 (TDP1): qHTS in cells in absence of CPT. DT40 Tdp1-/- hTDP1 cells, no CPT, ATP luminescence, 48 h. Potency, µM (series often up to 46.2 µM), for the others: top-dose activity change, negative = growth inhibition, hits mostly inhibitors. 420,000 compounds, 15% hits; note: nearly all actives have a fitted effect of over 55% in size
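No-CPT arm: Tdp1-/-;hTDP1 DT40 cells (400/well) plus compounds, incubated ≥48 hr at 37 °C. Readout CellTiter-Glo luminescence.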
Numbers without * were called inactive; ? = inconclusive; · = no result given; & = joins results of further samples; [ ] = another dose, or the depositor's remark. Calls come from the whole dose curve; as a rule, active = well fitted curve in the direction sought with a large enough effect; inconclusive = small, poorly fitted or top-dose-only effect, or another doubt; inactive = no such curve, though single readings can be large; an effect the other way counts as inactive or inconclusive. % is set by controls: 0 for no effect and ±100 for the full control effect; potency is the fitted concentration of half-maximal effect. The list is partial; the hit share may differ from the screen's.

compound	KAT2A inh	TDP1 inh	TDP1 cell noCPT
CCN1C(Nc2ccccc2)=NC[C@@H]1Cc1ccccc1	2%	·	-23%
CCN(CC)CCNc1nc2c(c(=O)[nH]c(=O)n2C)n1CC(O)COc1ccc(Cl)cc1Cl (stereo unspecified)	-2%	4%	-18%
CCCCOC(=O)CCc1c(C)n[nH]c1C	2%	-1%	-8%
Cn1c(CNC(=O)c2ccccc2F)nnc1SCC(=O)c1ccccc1	-6%	2%	-3%
O=C1NCC(c2ccccc2)C1C(=O)N/N=C/c1ccc(Cl)s1 (stereo unspecified)	3%	0%	7%
O=C(CCCn1c(=O)[nH]c2ccsc2c1=O)NCc1cccs1	19%	0%	-2%
Nc1cc(=O)[nH]n1C1CCCC1	-18%	5%	1%
CC1=NC(=O)C(N=Nc2cccc(C(=O)O)c2)N1c1ccccc1 (stereo unspecified)	-21%	6%	0%
COc1ccc(C)cc1NC(=O)C1CCN(S(=O)(=O)Cc2ccccc2)CC1	0%	6%	3%
CC(NCCCOc1cccc2ccccc12)c1ccccc1 (stereo unspecified)	?	·	18µM*
COc1cc(C2CC(=O)Oc3c2c(=O)n(C)c2ccccc32)cc(OC)c1OC (stereo unspecified)	1%	-3%	-25%
CCCCc1c(O)nc2ccccn2c1=O	2%	3%	1%
C=CCn1c(-c2cccn(Cc3ccccc3)c2=O)n[nH]c1=S	2%	-2%	-4%
CC1=C(C)CC(C(=O)c2ccccc2)C(C(=O)O)C1 (stereo unspecified)	-5%	6%	-1%
Cc1ccc(NC=C(S(=O)(=O)c2ccccc2)S(=O)(=O)c2ccccc2)c(C)c1	-2%	6%	21µM*
COc1ccc(CN2C(=O)CC(Cc3cc(C)cc(C)c3)C2=O)cc1OC (stereo unspecified)	-4%	-3%	-10%

Overlap with the part before: two entries; new compounds follow.
compound	KAT2A inh	TDP1 inh	TDP1 cell noCPT
Cc1ccc(NC=C(S(=O)(=O)c2ccccc2)S(=O)(=O)c2ccccc2)c(C)c1	-2%	6%	21µM*
COc1ccc(CN2C(=O)CC(Cc3cc(C)cc(C)c3)C2=O)cc1OC (stereo unspecified)	-4%	-3%	-10%
CCCN1CCN(C(=O)c2oc3c(Cl)cccc3c2C)CC1	-2%	3%	?
COc1ccc(CNc2ccc3cc(S(=O)(=O)N4CCCCC4)ccc3n2)cc1	-11%	0%	18µM*
CCCCNC(=O)CN(c1ccc(Cl)c(Cl)c1)S(C)(=O)=O	3%	-1%	7%
Cc1ccc(-n2[nH]c(C)c(C=Nc3ccc4[nH]c(=O)[nH]c4c3)c2=O)cc1C	-5%	5%	21µM*
Cc1ccc(/C=C/c2onc(C)c2S(=O)(=O)N2CCC(C(=O)NCc3ccco3)CC2)cc1	-4%	-1%	-27%
CCOc1ccc(NS(=O)(=O)c2ccc3c4c(cccc24)C(=O)N3)cc1	-14%	·	?
CC(Nc1nc(-c2ccc3c(c2)NC(=O)CO3)cs1)c1ccccc1 (stereo unspecified)	-10%	5%	26µM*
CCOc1ccc(-c2nnn(CC#N)n2)cc1OC	1%	0%	?
Cn1cc(C=O)c2cc(S(=O)(=O)N3CCOCC3)ccc21	-4%	5%	-21%
COc1ccc(NC(=O)CSc2cc(C)ccc2C)cn1	0%	1%	16µM*
O=C(CN1C(=O)COc2ccc(S(=O)(=O)N3CCOCC3)cc21)N1CCN(c2ccccc2)CC1	-3%	9%	·
COc1ccc(NS(=O)(=O)c2ccc(C)c(C(=O)NCC(c3cccs3)N3CCOCC3)c2)cc1 (stereo unspecified)	-1%	0%	?
Cc1cc(C)n(-c2ncc(-c3ccccc3)nn2)n1	-5%	3%	-14%
NC(=O)NCc1cccnc1	-18%	·	5%
CCN(CC(=O)Nc1ccc(NC(C)=O)cc1)C(=O)C1COc2ccccc2O1 (stereo unspecified)	-3%	1%	0%
COc1ccc(CNC(=O)CSc2n[nH]c(-c3ccc(F)cc3)n2)cc1	2%	0%	?
COc1cc(C2NC(=O)C(C#N)=C(S)N2c2ccc(C)cc2)ccc1OC(C)C (stereo unspecified)	-3%	?	-22%
O=C1CN(C(=O)c2cc([N+](=O)[O-])ccc2Cl)C(c2ccc(F)cc2)c2cc(F)ccc2N1 (stereo unspecified)	-3%	8%	15µM*
COc1ccc(N2CCN(CCC(O)c3ccc4ccccc4c3)CC2)cc1 (stereo unspecified)	-2%	·	?
CN(Cc1cccs1)C(=O)/C=C/c1ccccc1[N+](=O)[O-]	1%	7%	-28%
Cc1ccc(C)n1NC(=O)c1cccs1	-3%	4%	-23%
CCn1ncc(/C=N\NC(=O)c2ccc3c(c2)c(C)c(C)n3Cc2ccccc2)c1C	-13%	12%	?
COC(=O)c1[nH]c2ccc(Cl)cc2c1NC(=O)CN1CCc2cc(OC)c(OC)cc2C1	-16%	10%	21µM*
CC(=O)c1cccc(NC(=O)CCS(=O)(=O)c2ccc3c(c2)n(C)c(=O)c(=O)n3C)c1	-9%	3%	1%
Cc1cc(Br)ccc1SCC(=O)OCC(=O)c1c(N)n(C)c(=O)n(C)c1=O	-2%	5%	-14%
CCCc1cc(C(=O)Nc2cccc(Cl)c2C)no1	-5%	-9%	-9%
COc1ccccc1-c1ccc(SCC(=O)Nc2cc(C)on2)nn1	-6%	-5%	-15%
CSc1ccc(CNC(=O)C2CCCN(S(=O)(=O)N(C)c3ccc(F)cc3)C2)cc1 (stereo unspecified)	-8%	5%	21µM*
CCc1[nH]nc2c1C1(CCN(C(=O)OCc3ccccc3)CC1)C(C#N)=C(N)O2	-1%	3%	-29%
CC1(C)Cc2c(sc3[nH]c(=S)[nH]c(=O)c23)CO1	-5%	3%	-6%
CN(C)/C=C/C(=O)c1cnc(-c2ccccc2Cl)s1	-10%	-3%	?
CC(C)(C)OC(=O)COc1cc(OCC(=O)OC(C)(C)C)c2c(=O)cc(-c3ccccc3)oc2c1	-7%	-10%	18µM*
CCn1c(COc2ccccc2C)nnc1SCC(=O)NC1CCCC1	-10%	6%	-3%
O=c1oc2ccc(C#CC3(O)CCCCC3)cc2cc1-n1cc(-c2ccsc2)nn1	?	-10%	-28%
O=C(CNCc1ccc(Cl)cc1)Nc1ccc2c(c1)OCCO2	-12%	3%	-27%
Cc1cc(NC(=O)CCC(=O)N(CC(=O)NC2CCCC2)Cc2ccc(F)cc2)no1	-9%	0%	-3%
CCc1ccc(-n2nnc(-c3nc(-c4ccccc4)no3)c2C)cc1	-9%	3%	3%
CC(/C=C/c1ccco1)=N/NC(=O)CNc1ccccc1C	-1%	4%	-11%
O=c1[nH]c2ccc(Cl)cc2c(-c2ccccc2)c1CN1CCOCC1	0%	9%	21µM*
O=C1S/C(=C\c2ccccc2)C(=O)N1CC(O)Cn1c2ccccc2c2ccccc21 (stereo unspecified)	-24%	1%	?
Cc1ccccc1C(=O)NCC(=O)NNC(=S)NC(=O)c1ccccc1C	1%	-1%	?
O=C(NCC1CCCO1)c1cc2n(n1)C(C(F)(F)F)CC(c1ccc(Br)cc1)N2 (stereo unspecified)	-1%	4%	-11%
Cc1c(NC(=O)c2cc(-c3ccc(F)cc3)on2)c(=O)n(-c2ccccc2)n1C	-5%&3%	4%&1%	?
O=C1OCc2cc(NC(=O)C3COc4ccccc4O3)ccc21 (stereo unspecified)	2%	-1%	-9%
CC1CCN(C(=O)Cn2cc(C(=O)c3ccco3)c3ccccc32)CC1	20%	4%	-6%
COC(=O)Nc1ccc(S(=O)(=O)N2CCC(C(=O)N3CCC(C)CC3)CC2)cc1	-2%	-2%	?
O=C(Cc1ccc([N+](=O)[O-])cc1)c1c(O)cc(O)cc1O	-1%	1%	2%
COC(=O)c1cn(NC(=O)C2CCC(C)CC2)c(=O)c2ccccc12 (stereo unspecified)	-7%	4%	-13%
COc1ccc(CNC(=O)c2c(C)nc3ccccn23)cc1	-8%	2%	?
Fc1ccc(NCc2cccnc2)cc1F	-9%	5%	0%
CN(C)CCNS(=O)(=O)c1ccc(N2CCN(c3ccc(F)cc3)CC2)c([N+](=O)[O-])c1	-6%	8%	13µM*
CC(C)Nc1cc(N2CCCC2)ccc1[N+](=O)[O-]	-2%	-8%	-16%
Cc1ccc(S(=O)(=O)n2ccc(OC(=O)c3cccs3)n2)cc1	-5%	-4%	-28%
CCc1cccc2c1NC(=O)C21N2CCCC2C(C(=O)c2ccc3ccccc3c2)C12C(=O)Nc1ccccc12 (stereo unspecified)	-5%	6%	13µM*
COc1cc(/C=C2\SC(=S)N(NC(=O)c3ccc(O)c(OC)c3)C2=O)ccc1O	?	·	-7%
CCOc1ccc(/C=C/c2nc3ccccc3n2S(=O)(=O)c2ccc(Br)cc2)cc1	-11%	0%	?

Additional compounds.
compound	KAT2A inh	TDP1 inh	TDP1 cell noCPT
CCOC(=O)C1CCN(C(=O)c2ccc3c(c2)OCCO3)CC1	2%	-3%	-26%
COc1ccccc1CNC(=O)c1ccccc1SCC(=O)NCc1ccco1	3%	0%	-27%
Cc1ccccc1C(=O)c1cccn1CC(=O)NCCCc1ccccc1	-7%	0%	-20%
CCN1CCN(S(=O)(=O)c2c(C)[nH]c(C)c2C(=O)N2CCCCC2)CC1	-2%	8%	12%
CC(NC(=O)c1cccnc1)C(c1cccs1)N1CCN(c2ccccc2F)CC1 (stereo unspecified)	-12%	-2%	?
CCOC(=O)c1sc(NC(=O)c2ccc(C)o2)nc1C	-6%	6%	?
O=C(O)c1ccccc1Nc1cccc(OCc2ccc3ccccc3n2)c1	28µM*	6%&12%[56.1 µM]	?
CC(=O)OC1CC(OC(C)=O)[C@]2(C)C(CC(O)[C@]3(C)C2CC[C@@]2(C)C(c4ccoc4)OC(=O)C4O[C@]432)C1(C)C (stereo partly specified)	-18%	12%[56.1 µM]	-30%

6 compounds picked at random from the list so far, as already listed:
compound	KAT2A inh	TDP1 inh	TDP1 cell noCPT
NC(=O)NCc1cccnc1	-18%	·	5%
CC(=O)c1cccc(NC(=O)CCS(=O)(=O)c2ccc3c(c2)n(C)c(=O)c(=O)n3C)c1	-9%	3%	1%
CCn1ncc(/C=N\NC(=O)c2ccc3c(c2)c(C)c(C)n3Cc2ccccc2)c1C	-13%	12%	?
COc1ccccc1-c1ccc(SCC(=O)Nc2cc(C)on2)nn1	-6%	-5%	-15%
CC(C)Nc1cc(N2CCCC2)ccc1[N+](=O)[O-]	-2%	-8%	-16%
CC(NCCCOc1cccc2ccccc12)c1ccccc1 (stereo unspecified)	?	·	18µM*

Remaining list, next part.
compound	KAT2A inh	TDP1 inh	TDP1 cell noCPT
Cc1ccc(-c2nnc(Oc3cccc(C)c3)c3ccccc23)cc1	1%	3%	?
O=C(NCCN1Cc2ccccc2C1=O)c1cccs1	-8%	5%	-6%
O=C(Cc1ccccc1)NCC1OCCc2ccccc21 (stereo unspecified)	0%	5%	-8%
CC(C)CNC(=O)NC1C(NC(=O)NCC(C)C)N(C)C(=O)N1C (stereo unspecified)	-2%	8%	-16%
C[n+]1cccc(CNC(=O)/C=N/O)c1	-12%	2%	-2%
CC1CCc2sc(C(=O)N(C)CC(=O)Nc3ccc(N4CCOCC4)cc3)cc2C1 (stereo unspecified)	?	6%	-13%
COc1cccc(C2C(C#N)=C(N)Oc3cc(C)n(Cc4ccco4)c(=O)c32)c1 (stereo unspecified)	-2%	2%	-25%
COc1cccc(NC(=O)Cn2cc(C=O)c3ccccc32)c1	-14%	·	26µM*
COc1ccc(C(=O)N/C(=C\c2cn(C)c3ccccc23)C(=O)OCCN(C)C)cc1	-3%	·	-4%
CCOC(=O)C(=O)C1(C(=O)OCC)Oc2cc(OC)cc(OC)c2C(=O)C1c1ccccc1 (stereo unspecified)	-10%	?	-9%
CCOC(=O)c1c(C)[nH]c(C)c1C(=O)COC(=O)c1cccnc1SC	-1%	3%	-28%
CC1CCC(NC(=O)COC(=O)c2ccc3ncsc3c2)CC1 (stereo unspecified)	-1%	1%	16%
Nc1nc(=S)c2ncn(C3OC(CO)C(O)C3O)c2[nH]1 (stereo unspecified)	?	?	8.2µM*
COc1ccc(-n2c(SCC(=O)O)nc3sc4c(c3c2=O)CCC4)cc1	-7%	-8%	-2%
O=C(N/N=C/c1cccc(O)c1)NC1CCCCC1	4%	5%	-5%
N/C(CCS(=O)(=O)c1ccc(Cl)cc1)=N\OC(=O)c1ccccc1Cl	-8%	3%	?
